# OX1R antag-1 = OX1R (HCRTR1) antagonists, primary screen, fluorescence, CHO/OX1R cells, Fluo-8 calcium, orexin A; Orexin/Hypocretin receptor type 1 (Homo sapiens), O43613; Fluo-8 calcium fluorescence; inhibition, % at 5 µM; actives 0.43% (n = 330,000); AID 434989, 2010;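 active = inhibition above its plate's threshold, mean inhibition of all tested compounds on the plate plus 3 SD, cut at about 37% in these data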;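 note: 0% = orexin A challenge wells and 100% = SB-334867-A antagonist wells; not every result past the cut was called active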
# Target sequence (O43613 whole entry, looked up): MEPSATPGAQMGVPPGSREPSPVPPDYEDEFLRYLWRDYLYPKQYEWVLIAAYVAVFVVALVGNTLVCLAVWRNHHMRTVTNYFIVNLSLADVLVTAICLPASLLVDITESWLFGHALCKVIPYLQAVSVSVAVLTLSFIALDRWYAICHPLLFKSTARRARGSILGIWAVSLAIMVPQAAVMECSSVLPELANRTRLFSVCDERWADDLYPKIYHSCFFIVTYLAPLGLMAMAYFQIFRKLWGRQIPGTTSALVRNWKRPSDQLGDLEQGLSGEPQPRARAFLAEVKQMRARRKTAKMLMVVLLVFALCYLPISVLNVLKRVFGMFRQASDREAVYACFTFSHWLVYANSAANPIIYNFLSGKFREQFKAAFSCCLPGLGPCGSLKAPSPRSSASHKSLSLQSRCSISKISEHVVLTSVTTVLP
# STK33 inh = inhibitors of purified STK33 kinase, primary screen, biochemical, ADP-Glo luminescence, homogeneous, cell-free | actives 0.073% (n = 320,000) | MBP phosphorylation | AID 2661, 2010 | inhibition, % at 10 µM;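 active = inhibition at or above 25%, using the most active replicate where run in duplicate; inactive = inhibition below 25%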
# Target sequence (Q9BYT3 whole entry, looked up): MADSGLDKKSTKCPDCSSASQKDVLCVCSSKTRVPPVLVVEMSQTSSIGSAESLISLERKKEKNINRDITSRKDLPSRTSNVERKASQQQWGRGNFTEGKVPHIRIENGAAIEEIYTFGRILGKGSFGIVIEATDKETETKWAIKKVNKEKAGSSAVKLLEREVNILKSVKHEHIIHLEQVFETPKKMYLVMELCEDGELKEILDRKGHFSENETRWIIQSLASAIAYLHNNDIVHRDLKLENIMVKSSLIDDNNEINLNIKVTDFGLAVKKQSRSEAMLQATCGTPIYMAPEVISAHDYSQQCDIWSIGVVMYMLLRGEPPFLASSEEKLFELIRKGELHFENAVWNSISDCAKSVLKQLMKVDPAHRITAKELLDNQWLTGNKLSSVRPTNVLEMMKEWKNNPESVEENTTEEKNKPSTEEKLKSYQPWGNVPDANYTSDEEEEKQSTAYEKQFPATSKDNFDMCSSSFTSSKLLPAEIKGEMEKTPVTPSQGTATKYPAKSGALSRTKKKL
# OX1R antag-2 = antagonists of human orexin 1 receptor (OX1R); inhibition, % at 6.6 µM; actives 1.8% (n = 330,000); AID 485270, 2010; Orexin/Hypocretin receptor type 1 (Homo sapiens), O43613; OX1R-expressing cells, FRET antagonist read-out; in the data active = inhibition mostly above about 38%, no sharp cut-off; inactive = mostly below about 40%;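 note: 0% = agonist challenge alone and 100% = reference antagonist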
# Starred values were filed as active, the others as inactive; · = not tested or not shown.
# The first 2 records, ahead of the listing:
SMILES,OX1R antag-1,STK33 inh,OX1R antag-2
COc1ccc(-c2c(C(=O)O)c(C(=O)O)c3n2CCC3)cc1,-12,-2.7,12
O=C(CN1CCCC1)Nc1nnc(-c2cccs2)s1,-5,-0.4,11

# All compounds of this part (from the top)
SMILES,OX1R antag-1,STK33 inh,OX1R antag-2
COc1ccc(-c2c(C(=O)O)c(C(=O)O)c3n2CCC3)cc1,-12,-2.7,12
O=C(CN1CCCC1)Nc1nnc(-c2cccs2)s1,-5,-0.4,11
O=C(NCc1ccncc1)c1cnccn1,-10,0.1,-4
CCOC(=O)C(Sc1n[nH]c(N)n1)c1ccccc1 (configuration not stated),-9,1.2,10
COc1cc2c(cc1OC)C(C)=NCC2,4,-0.3,15
CCN1CCN(c2ncnc3scc(-c4ccc(C)cc4)c23)CC1,-33,-0.6,8
O=C1CC2c3ccccc3C1C1C(=O)N(CCc3ccccc3)C(=O)C21 (configuration not stated),-16,-1.3,16
CC(=O)NC1C(=O)Nc2c1cccc2C(F)(F)F (configuration not stated),-4,-0.5,4
CCN1C(=O)[C@H]2[C@@H](c3ccc(-c4ccc(OC)cc4)cc3)N[C@@](CC(C)C)(C(=O)OC)[C@H]2C1=O,-7,-0.3,25
CCCn1c(N)[n+](CC(=O)c2ccco2)c2ccccc21,-29,0.9,18
CC(=O)N(/N=C/c1ccc(C)cc1)c1nc(CCl)cs1,-17,1.2,6
O=C(CN1C(=O)NC2(CCCc3ccccc32)C1=O)c1ccccc1F (configuration not stated),5,-1.8,19
Cc1ccc(NC(=O)N2CCC(c3ccccc3)C2)cc1C (configuration not stated),-8,-0.2,8
CC(=O)Nc1ccc(S(=O)(=O)NCc2ccncc2)cc1,-3,0.3,5
Cc1ccc(S(=O)(=O)N2[C@@H](c3ccc(Br)cc3)C(C(=O)O)=CC[C@H]2c2ccc3c(c2)OCO3)cc1,-7,·,12
NNC(=O)CCn1c2ccccc2c2ccccc21,0,-2.2,15
Cc1c(C#N)c2ccccc2n1CC(=O)O,-24,-1.7,16
CCOC(=O)c1cc(C#N)c(N)nc1C,-10,-0.1,5
C#CCNC(=O)C1=C[C@H](c2csc3ccccc23)C[C@H](OCc2ccc(CO)cc2)O1,-8,-1.6,4
C[C@H](NC(=O)c1ccccc1Cl)C(=O)OCC(=O)N1CC2(C)CC1CC(C)(C)C2 (some centres not stated),1,-0.6,5
COc1ccc(Cl)cc1-c1nc(SCC(=O)NC(C)(C)C)n[nH]1,-18,0.6,12
CC(C)NC(=O)CN(c1cccc([N+](=O)[O-])c1)S(=O)(=O)c1ccccc1,-20,-0.3,26
O=C(Nc1ccc(Cl)c(NC(=O)c2cccs2)c1)c1ccco1,-28,0.0,22
Cc1ccc(-n2nc3c(=O)n(CC(=O)NC4CCCCCC4)nc(C)c3c2C)cc1,-23,0.6,8
O=C(CSc1nnc(Cc2cccs2)n1Cc1ccco1)Nc1cc(Cl)cc(Cl)c1,-33,-0.2,21
CCc1cc(-c2[nH]ncc2-c2ccc3c(c2)OCO3)c(O)cc1O,6,4.8,21
CCc1ccc2nc(N(CCN(C)C)C(=O)c3ccc4ncsc4c3)sc2c1,-12,0.1,8
Cn1cnnc1SCCC(=O)Nc1ccccc1,-15,-1.4,16
CCc1nc(SCc2cccnc2)[nH]c(=O)c1C,-19,-1.0,33
Cc1cc(S(=O)(=O)N(Cc2ccc(C(C)(C)C)cc2)Cc2cccs2)ccc1-n1cnnn1,-28,-0.1,13
CCOC(=O)CCCCC(=O)c1[nH]c(=O)[nH]c1CSc1nc2ccccc2[nH]1,-10,-0.3,18
O=C(/C=C/c1ccc([N+](=O)[O-])cc1)OCC(=O)N1CCOCC1,4,0.9,70*
COc1cccc(C(=O)Nc2ccc3c(c2)C(=O)N(CCC(=O)O)C3=O)c1,-2,-1.5,15
Cn1nnnc1SCc1csc(Nc2ccccc2)n1,-17,0.0,12
NNC(=O)[C@H](Cc1ccccc1)NC(=O)NCCc1ccccc1,-24,-1.0,19
CCOc1ccc(N(CC(=O)NCC2CCCO2)S(=O)(=O)c2ccc(Cl)cc2)cc1 (configuration not stated),-24,-1.6,2
CCOC(=O)/C(C#N)=C/Nc1ccccc1NS(=O)(=O)c1ccc2c(c1)OCCO2,-24,-0.9,7
C=C1C2(C(=O)Nc3nccs3)CCC(C2)C1(C)C (configuration not stated),-11,0.3,7
CCSc1nc2sc3c(c2c(=O)n1-c1ccccc1C)CCN(C)C3,-23,-0.1,4
O=C(CSc1nc(O)cc(=O)n1-c1ccccc1)Nc1ccc(Br)cn1,8,0.7,5
CCOC(=O)c1sc2ncn(C(C)C(=O)OC)c(=O)c2c1C (configuration not stated),-35,-1.8,15
O=C(Cn1c(=O)oc2cc(S(=O)(=O)NCc3ccccc3)ccc21)N1CCCC1,-9,-0.4,12
CCCCCn1c(=O)[nH]c2cc(C(=O)NCCCN3CCCCC3C)ccc2c1=O (configuration not stated),-9,0.9,3
CCCCNC(=O)Nc1ccc2c(c1)N(C)C(=O)c1ccccc1S2,-27,-1.0,6
CC(=O)NCCc1c(C)n(Cc2ccccc2)c2ccccc12,-25,-2.6,17
COc1ccc(NC(=O)CSc2nnc(NC(=O)CN3CCOCC3)s2)cc1,-3,0.0,9
COc1cc(/C=C2\SC(=S)N(NC(=O)c3ccccc3O)C2=O)ccc1O,21,0.5,25
CCCOC(=O)c1c(NC(=O)c2cnn3c2NC(c2ccccc2)CC3C(F)(F)F)sc2c1CCCC2 (configuration not stated),-21,-1.7,1
O=C(c1ccccc1)c1ccc(OCC(O)CN2CCN(S(=O)(=O)N3CCCCC3)CC2)cc1 (configuration not stated),-7,·,10
COc1ccc(C(=O)N/N=C/c2cc3ccccc3[nH]c2=S)cc1,-9,0.0,42
Cc1ccc(S(=O)(=O)N2CCOCC2)cc1NC(=O)CNCc1cccnc1,-3,0.7,10
Cc1ccc(C)c(NC(=O)NNC(=O)CCc2ccccc2)c1,-13,0.1,13
O=c1ccn(-c2cccc(C(F)(F)F)c2)nc1-c1ccn(-c2ccccc2F)n1,-7,1.9,23
O=c1[nH]c(SCc2ccccc2Cl)nc2c1CCCC2,-40,-1.3,10
CCC(C)NC(=O)c1ccccc1NC(=O)c1ccc(CSc2ccc(C)cc2)cc1 (configuration not stated),-21,-0.2,3
C/C(=N/NC(=O)C1CCCCC1)c1ccc([N+](=O)[O-])cc1,1,-2.2,24
Cc1ccn2c(NC3CCCCC3)c(C)nc2c1,-14,15,12
COc1cc(/C=N/Nc2nc3ccccc3[nH]c2=O)ccc1O,-22,19,17
CCn1c(=O)c(C(=O)NNS(=O)(=O)c2ccc(Cl)cc2)c(O)c2ccccc21,-15,-0.4,10
CCCn1c(C)cc(=O)c2cc(NC(=O)c3ccccn3)ccc21,-9,0.4,18
# Next section
SMILES,OX1R antag-1,STK33 inh,OX1R antag-2
Nc1ccc2c(c1)nnn2-c1ccccc1,-17,-1.2,21
COc1cc(OC)cc(-c2oc(=O)c3cc(OC)c(OC)cc3c2C#CCCCO)c1,-11,-0.3,10
COc1ccc(-c2c(C#N)c(C)nc3c2C(=O)c2ccccc2-3)cc1,-14,-0.2,33
Cc1ccc2oc(=O)n(CCC(=O)Nc3ccc(N4CCOCC4)cc3)c2c1,1,-0.8,19
CCOC(=O)Cn1c2ccccc2n2nc(CCC(=O)O)c(=O)nc12,-6,-0.4,26
C=CCn1c(SCC(=O)Nc2sccc2C#N)nc2sc(C)c(C)c2c1=O,-15,-0.2,7
O=C(Nc1ccc2c(c1)OCO2)C1CCCN1C(=O)Nc1ccccc1 (configuration not stated),-6,0.1,22
Cc1cccc(N2CCc3c2nc2ccc(Br)cc2c3N)c1,3,-1.4,52
O=C(CNC(=O)c1ccc(Br)o1)Nc1ncccc1O,-13,-0.9,10
O=C(Nc1cccc2c1C(=O)NC2=O)c1ccc(S(=O)(=O)N2CCCC2)cc1,-12,-0.7,36
Cc1cc(=O)[nH]c(N/N=C/c2cccs2)n1,-5,-0.4,9
O=C(NCCC(=O)N(CCc1ccccc1)Cc1ccccc1)c1ccc([N+](=O)[O-])cc1,-27,-1.6,28
O=C(CC1C(=O)NCCN1C(=O)Nc1ccccc1)Nc1cc(Cl)ccc1Cl (configuration not stated),-20,-0.5,24
O=C(NC1CCCCC1)c1cc(-c2ccc(F)cc2)on1,-11,-2.3,12
Cc1ccc(Cn2c(-n3nc(C)cc3C)nc3c2c(=O)[nH]c(=O)n3C)cc1,-24,-1.8,8

# Six compounds out of the list, arranged by molecular weight, falling:
SMILES,OX1R antag-1,STK33 inh,OX1R antag-2
C=CCn1c(SCC(=O)Nc2sccc2C#N)nc2sc(C)c(C)c2c1=O,-15,-0.2,7
Cc1ccc(Cn2c(-n3nc(C)cc3C)nc3c2c(=O)[nH]c(=O)n3C)cc1,-24,-1.8,8
Cc1cccc(N2CCc3c2nc2ccc(Br)cc2c3N)c1,3,-1.4,52
CCOC(=O)Cn1c2ccccc2n2nc(CCC(=O)O)c(=O)nc12,-6,-0.4,26
COc1ccc(-c2c(C#N)c(C)nc3c2C(=O)c2ccccc2-3)cc1,-14,-0.2,33
O=C(NC1CCCCC1)c1cc(-c2ccc(F)cc2)on1,-11,-2.3,12

# Complete entries from above. Values in the order: OX1R antag-1 | STK33 inh | OX1R antag-2
# O=C(Nc1ccc2c(c1)OCO2)C1CCCN1C(=O)Nc1ccccc1 (configuration not stated) is listed with -6 | 0.1 | 22
# C=CCn1c(SCC(=O)Nc2sccc2C#N)nc2sc(C)c(C)c2c1=O is listed with -15 | -0.2 | 7

# Further entries:
SMILES,OX1R antag-1,STK33 inh,OX1R antag-2
CSCC[C@H](NC(=O)OC(C)(C)C)C(=O)N1CCC(C(=O)N[C@@H](C)C(=O)NCc2ccc(F)cc2)CC1,-5,1.5,11
N#Cc1ccccc1NC(=O)COc1ccccc1C(=O)Nc1ccccc1,10,0.0,12
O=C(CCC(NC(=O)OCc1ccccc1)C(=O)OCc1ccccc1)NCC(=O)OCc1ccccc1 (configuration not stated),-7,-1.2,10
NC(=O)COC(=O)c1oc2ccccc2c1CSc1ccc(Cl)cc1,-22,-0.7,15
O=C(CNC(=O)c1ccccc1)OC(C(=O)Nc1cc(C(F)(F)F)ccc1Cl)c1ccccc1 (configuration not stated),-2,0.7,0
CCOc1ccccc1NS(=O)(=O)N(C)C,-9,0.1,14
CCN1C(=O)CC(C(=O)NC)SC1=Nc1cc(Cl)c(O)c(Cl)c1 (configuration not stated),-6,-0.9,5
Nc1ccc2nc(Cc3ccccc3)[nH]c2c1,-4,4.5,14
NCCCCCC(=O)Nc1ccncc1,-7,2.0,4
COc1cccc(NC(=O)CN(C)C(=O)CSc2ncnc3sc(C)c(C)c23)c1,-32,-1.2,18
CN1CC(=O)Nc2ccc([N+](=O)[O-])cc2C1=O,-9,-0.4,41
S=C(Nc1ccc(Br)cc1)NC1CCCCC1,-3,-2.1,17
Cc1ccc(NC(=O)COC(=O)C2CCC2)cc1S(=O)(=O)N1CCOCC1,-21,0.1,6
Cc1ccc(/C=C2\SC(=S)N(CCCC(=O)Nc3ccccc3C(=O)O)C2=O)cc1,-9,-1.1,17
CCN1CCN(S(=O)(=O)c2ccc(Cl)c(C(=O)N(C)C(c3ccccc3)c3ccccc3)c2)CC1,-27,-1.2,6
N#Cc1c(-c2ccc(F)cc2)noc1N,-22,0.2,27
CCc1ccc(NC(=O)/C(C#N)=C/c2cc3ccc(C)cc3nc2N2CCOCC2)cc1,-19,-0.6,10
COC(=O)c1ccc(C(=O)NCCCCO)cc1,13,-0.3,-5
COC/C=C/C1=CC2=CC(=O)C(C)(OC(=O)c3cnc4ccccc4n3)C(=O)C2=CN1CCN1CCOCC1 (configuration not stated),10,-0.5,26
CCSc1ncc(Cl)c(C(=O)Nc2cc(C)ccc2C)n1,-14,-1.2,25
O=C(C1CCN(Cc2ccccc2)CC1)N1CCCC1,-1,-3.6,15
COc1cccc(N2CCN(C(=O)CSc3ccc(F)cc3)CC2)c1,-35,1.7,2
CN1C(=O)CSc2ccc(NC(=O)N3CCN(c4ccccn4)CC3)cc21,-32,·,14
Cc1cc(C(=O)N2CCN(c3ccc([N+](=O)[O-])cc3)CC2)no1,-9,-3.2,31
Cc1cccc(-n2c(SCc3ccc([N+](=O)[O-])cc3)nnc2-c2c[nH]c3ccccc23)c1,-9,-4.6,15
COc1ccccc1CN1CC(C(=O)N2CCCCCCC2)CCC1=O (configuration not stated),1,-1.5,44
Oc1cccc(Nc2nc(O)c(/C=C3\C=Nc4ccccc43)s2)c1,10,1.9,18
CC(OC(=O)C1=Cc2ccccc2OC1)C(=O)NC1CCCC1 (configuration not stated),-8,-0.3,-2
CCN(C(=O)COC(=O)c1[nH]c(C)c(C(C)=O)c1C)c1c(N)n(Cc2ccccc2)c(=O)[nH]c1=O,-7,0.7,-2
Cc1nn(-c2ccccc2)c(C)c1/C=C/C(=O)OCC(=O)NC1CCS(=O)(=O)C1 (configuration not stated),-19,-1.3,8
Cc1cc(NCCOCCO)n2c(nc3ccccc32)c1C#N,-20,6.0,-1
COc1ccc(S(=O)(=O)N2CCCC(C(=O)N3CCCCCC3)C2)cc1 (configuration not stated),1,-0.8,19
Cc1ccc(C)c(NC(=S)NCCSc2ccc(Cl)cc2)c1,-15,-0.6,24
N#Cc1ccc(Cn2c(-c3ccc(F)cc3)noc2=O)cc1,-29,0.2,7
COc1ccc(S(=O)(=O)N2CCC(C(=O)NCCC3=CCCCC3)CC2)cc1OC,-28,-2.4,8
